Screens: PubChem BioAssay, National Center for Advancing Translational Sciences (NCATS)
Eya2 inh – blocks the phosphatase activity of human Eya2. 0.006% of 330,000 active. recombinant Eya2, OMFP fluorescence dephosphorylation (OMFP is methylfluorescein phosphate). O00167. AID 488837. Potency, µM (top dose mostly 76.9 µM), without a hit: at the highest dose activity, negative = inhibition, usual class: inhibitors; further: potency means the concentration at half of the fitted maximal effect; on the % scale 0 is the no-effect control and ±100 the full control effect
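Eya2 protein (added as 0.2 uM solution) was preincubated with compound for 10 min at ambient temperature in 50 mM HEPES pH 7.5, 50 mM NaCl, 5 uM MgCl2, 0.05% BSA, 1 mM DTT. OMFP (added at 50 uM) then reacted 10 min; fluorescence read at 485/525 nm.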
TCR activator – activators of T cell receptors; primary human leukocytes, anti-CD3, IL-2 HTRF, 48 h; Potency, µM (series often up to 9.22 µM), for the others: at the highest dose activation of IL-2 secretion, hits mostly activators; 330,000 tested, under 10 active; further: % of control where 0% means no effect
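Primary human leukocytes were stimulated with a-CD3 beads plus compounds for 48 hr without co-stimulation; secreted IL-2 was quantified by HTRF using a-IL-2-K (europium cryptate) and a-IL-2-d2, excited at 320nm with acceptor emission read at 665nm.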
B2AR arrestin – agonists driving beta-arrestin recruitment to human beta2-adrenergic receptor. P07550. beta-arrestin recruitment to beta2AR, cell-based reporter. Potency, µM (top dose mostly 46.1 µM), for the others: top-dose activation, most hits filed as activators. 0.02% of 330,000 active;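 further: potency means the concentration at half of the fitted maximal effect; 0% = DMSO controls and full agonism = EC100 isoproterenol or metaproterenol; nearly all actives have a fitted effect of over 65% in size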
uPA surface inh – cell surface uPA generation inhibition; 0.31% of 330,000 active; cell surface uPA generation assay, qHTS; Potency, µM (highest dose often 38.3 µM), without a hit: at the highest dose activity change, negative = inhibition, usual class: inhibitors; AID 540303; active means well fitted inhibition curve with a large enough effect; inconclusive means small, poorly fitted or top-dose-only effect; inactive means no such curve, though single readings can be large or run the other way; tested in mouse RAW 264.7 cells; further: potency means the concentration at half of the fitted maximal effect; on the % scale 0 is the no-effect control and ±100 the full control effect; nearly all actives have a fitted effect of over 55% in size
Mito fusion yeast – inhibitors of mitochondrial division or activators of mitochondrial fusion; Potency, µM (highest dose often 46.1 µM), inactives show top-dose growth rescue (activation), most hits filed as activators; 0.23% of 320,000 active; AID 485298; S. cerevisiae fusion-defective mutant growth rescue, CellTiterGlo 48 h;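 further: potency means the concentration at half of the fitted maximal effect; % of control where 0% means no effect; nearly all actives have a fitted effect of over 45% in size; temperature-sensitive fusion mutants such as fzo1-1 at 37 °C on non-fermentable ethanol glycerol medium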
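S. cerevisiae fusion-defective temperature-sensitive mutants (e.g. fzo1-1, mgm1-5) grown 48 h at 37C in YPEG (ethanol/glycerol non-fermentable) medium with 23 nl compound per well; growth rescue read as CellTiterGlo luminescence.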
TSHR antagonist – blocks TSH signaling through the human TSH receptor. AID 504810. TSHR-expressing cells, TSH-stimulated cAMP HTRF, 2 h; active compounds read low. P16473. activity change, negative = inhibition, % at 11.5 µM. 0.2% of 330,000 active;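 active means activity change below a set negative limit, meaning inhibition stronger than a set level, cut at about -70% in these data; inconclusive means activity change between two set negative limits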; further: on the % scale 0 is the no-effect control and ±100 the full control effect
Target sequence (P16473 whole entry, looked up): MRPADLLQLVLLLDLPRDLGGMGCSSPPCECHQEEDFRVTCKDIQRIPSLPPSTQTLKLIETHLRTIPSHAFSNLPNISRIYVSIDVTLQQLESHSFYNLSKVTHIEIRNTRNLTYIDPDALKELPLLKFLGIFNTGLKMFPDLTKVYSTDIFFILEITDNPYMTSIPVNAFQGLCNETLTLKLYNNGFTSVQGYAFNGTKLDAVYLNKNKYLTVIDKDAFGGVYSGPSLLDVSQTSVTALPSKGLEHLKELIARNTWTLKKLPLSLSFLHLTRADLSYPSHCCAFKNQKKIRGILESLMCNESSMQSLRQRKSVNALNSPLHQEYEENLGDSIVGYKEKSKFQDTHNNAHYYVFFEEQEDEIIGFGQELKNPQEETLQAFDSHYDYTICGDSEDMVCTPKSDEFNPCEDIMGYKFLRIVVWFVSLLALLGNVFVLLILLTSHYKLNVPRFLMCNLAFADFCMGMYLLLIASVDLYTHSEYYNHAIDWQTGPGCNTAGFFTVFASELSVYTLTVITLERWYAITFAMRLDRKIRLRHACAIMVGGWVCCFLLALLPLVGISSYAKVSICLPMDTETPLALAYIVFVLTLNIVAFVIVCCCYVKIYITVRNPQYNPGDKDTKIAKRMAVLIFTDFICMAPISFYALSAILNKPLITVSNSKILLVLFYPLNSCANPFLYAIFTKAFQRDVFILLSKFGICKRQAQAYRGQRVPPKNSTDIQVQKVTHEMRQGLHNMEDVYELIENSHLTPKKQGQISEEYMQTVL
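TSHR-expressing cells, 200/well, pre-treated with compound, then stimulated with EC80 TSH (4nM final) for 2 hours at 37 deg C. cAMP measured by competitive HTRF: anti-cAMP cryptate antibody in lysis buffer plus cAMP-d2, read after 30 minutes at room temperature.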
Tb PFK inh – blocks T. brucei phosphofructokinase | O15648 | T. brucei PFK, ADP-Glo luminescence | Potency, µM (doses to about 57.5 µM), for inactives: at the top dose activity, negative = inhibition, actives largely listed as inhibitors | 0.17% of 330,000 active;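 further: potency means the concentration at half of the fitted maximal effect; 0% = uninhibited 1x PFK enzyme wells and -100% = no-enzyme wells; nearly all actives have a fitted effect of over 60% in size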
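Luminescent ADP detection (ADP-Glo, two-step: ATP depletion then ADP-to-ATP conversion for luciferase) reported PFK activity after 45 min room-temperature reaction of 1.25 nM enzyme with 0.5 mM F6P and 0.1 mM ATP at pH 8.0.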
USP2a block – USP2a (human) protease inhibition. O75604. USP2 core, Ub-CHOP2 coupled fluorogenic reporter, 485/531. Potency, µM (doses to about 38.3 µM), inactives show top-dose activity change, negative = inhibition, usual class: inhibitors. 0.01% of 330,000 active. AID 463254;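 further: potency means the concentration at half of the fitted maximal effect; plate controls were DMSO wells for no effect and full inhibition by NEM control for full effect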
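Deubiquitinase activity read as fluorescence (485/531 nm) after Ub-CHOP2 cleavage activates the enterokinase reporter on its substrate; USP2 core 10nM, Ub-CHOP2 and substrate 25nM each, 30min compound preincubation then 60min RT; data normalized to NEM, curves fitted.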
TSG101-PTAP inh – blocks PTAP/TSG101 interaction to inhibit HIV-1 budding. Potency, µM (highest dose often 115 µM), for the others: top-dose activity change, negative = inhibition, actives largely listed as inhibitors. AID 493005. 340,000 tested, under 10 active. Fluorescence polarization, FITC-PTAP peptide / Tsg101 binding; active means well fitted inhibition curve with a large enough effect in the main read-out, with a control signal flat, not every such curve was filed as active; inconclusive means small, poorly fitted or top-dose-only effect, or effect the other way, or a change in a side signal; inactive means no such curve, though single readings can be large or run the other way; further: potency means the concentration at half of the fitted maximal effect; % of control where 0% means no effect
Target sequence (Q99816 whole entry, looked up): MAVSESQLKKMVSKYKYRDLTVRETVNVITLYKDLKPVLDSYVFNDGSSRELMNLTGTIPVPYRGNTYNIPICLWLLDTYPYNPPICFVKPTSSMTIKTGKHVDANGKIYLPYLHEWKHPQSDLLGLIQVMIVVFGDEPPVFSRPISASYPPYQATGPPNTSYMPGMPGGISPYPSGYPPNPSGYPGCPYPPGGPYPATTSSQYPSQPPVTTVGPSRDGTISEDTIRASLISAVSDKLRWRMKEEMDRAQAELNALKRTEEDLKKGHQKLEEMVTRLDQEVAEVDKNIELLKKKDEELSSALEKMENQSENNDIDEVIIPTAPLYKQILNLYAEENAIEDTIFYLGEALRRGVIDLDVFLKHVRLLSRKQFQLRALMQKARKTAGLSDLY
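FP read-out: FITC-PTAP peptide, 50 nM final, binding Tsg101 binding domain, 10 uM final; 20 min, r.t.; 10 mM HEPES pH 7.5, 0.15 M NaCl, 0.01% Tween 20, 3 mM EDTA, 0.1 mM TCEP.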
BCR signal inh – chronic active BCR signaling inhibition; ABC-DLBCL IkBa-CBG/CBR reporter, luminescence ratio, 4 h; Potency, µM (highest dose often 46.1 µM), for inactives: at the top dose ratio change, negative = lower green/red ratio, hits mostly inhibitors; 0.05% of 340,000 active; active means well fitted inhibition curve with a large enough effect in the signal ratio, with a control signal flat, not every such curve was filed as active; inconclusive means small, poorly fitted or top-dose-only effect, or effect the other way, or a change in a side signal; the % refers to the signal ratio;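 further: potency means the concentration at half of the fitted maximal effect; plate controls were basal doxycycline-induced cells for no effect and cells given 10 µM MG132 for full effect; MG132 reads +100%, hits lower the ratio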
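TMD8 human ABC-DLBCL cells with doxycycline-inducible IκBα–green luciferase fusion and unfused red luciferase, in 0.5% FBS medium; compounds up to 46 uM, 4 h at 37C. Green/red luminescence ratio, filter-overlap corrected, fitted to concentration-response curves.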
ELG1 DNA repair – inhibitors of ELG1-dependent DNA repair in HEK293T cells | HEK293T ELG1-luciferase reporter, luminescence, 16 h; DNA damage induced by 5-fluorouridine | 2.3% of 330,000 active | Potency, µM (doses to about 46.1 µM), for inactives: top-dose activity change, negative = inhibition, actives largely listed as inhibitors; further: potency means the concentration at half of the fitted maximal effect; on the % scale 0 is the no-effect control and ±100 the full control effect; nearly all actives have a fitted effect of over 55% in size
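Quantitative HTS, concentration-response format. 2,000 cells/well co-treated with 5-fluorouridine and compound, 16 hr in 5% CO2 at 37 °C; ONE-Glo luminescence read after 30 min.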
Starred values were filed as active, the others as inactive; ? = inconclusive; . = no result given; [ ] = another dose, or the depositor's remark. Unless noted, the call rests on the fitted dose curve; in most records, active means well fitted curve in the direction sought with a large enough effect; inconclusive means small, poorly fitted or top-dose-only effect, or another doubt; inactive means no such curve, though single readings can be large; an effect the other way counts as inactive or inconclusive.

SMILES | Eya2 inh | TCR activator | B2AR arrestin | uPA surface inh | Mito fusion yeast | TSHR antagonist | Tb PFK inh | USP2a block | TSG101-PTAP inh | BCR signal inh | ELG1 DNA repair
O=C(c1ccccc1)N1CCN(c2ccccc2F)CC1 | -23% | 1% | -0.3% | 1% | -3% | -8 | 0% | 1% | 0% | 5% | 16%
CC1=C(C(=O)OCc2ccccc2)C(c2ccc3ccccc3c2)NC(=O)N1CCCC(=O)O (stereo unspecified) | 14% | 7% | 0.1% | 7% | 2% | -4 | -1% | -1% | -6% | ? | -13%
O=C(OC1CCCCC1)c1cc2ccccc2oc1=O | -21% | -1% | -0.6% | -2% | 31% | -1 | -5% | 1% | -11% | -5% | ?
O=C(c1ccco1)N1CCN(C(=S)Nc2ccc(Br)cc2Cl)CC1 | 15% | 12% | -0.2% | -7% | -1% | 5 | 0% | 1% | -3% | 8% | -4%
Cc1ccccc1C(=O)OC1CCN(C)CC1 | -9% | 7% | 0.1% | -1% | -9% | -4 | 2% | 3% | 0% | 0% | -5%
CN(C(=O)c1ccncc1)C1CCCN(Cc2ccccc2F)C1 (stereo unspecified) | -8% | -4% | -0.6% | 4% | 2% | -5 | 4% | 0% | -4% | 0% | -8%
COc1ccc(C2=NS(=O)(=O)N(C)C(C(=O)Nc3ccc(OC)c(OC)c3)=C2)cc1 | 12% | 2% | -0.1% | -18% | 4% | -1 | 0% | 0% | -5% | -1% | ?
Cc1ccc(NC(=O)c2ccc(S(=O)(=O)N3CCOCC3)cc2)c(C)c1 | 7% | 4% | 0.0% | 1% | 11% | -2 | 1% | 3% | 0% | ? | 9%
COc1ccc(S(=O)(=O)NC2(C(F)(F)F)N=C(c3ccccc3)NC2=O)cc1 (stereo unspecified) | 5% | 1% | -0.4% | -4% | -1% | 2 | -5% | 2% | -4% | -1% | 2%
O=C(CNC(=S)N(CCCN1CCOCC1)Cc1cccs1)NC1CCCCCCC1 | -1% | 6% | -1.2% | -4% | -3% | 18 | -5% | 1% | -3% | 0% | ?
O=C(Nc1ccccc1)c1cc(S(=O)(=O)NCc2ccncc2)ccc1Cl | -6% | 8% | 0.0% | ? | 0% | 2 | -4% | 0% | -1% | 6% | ?
Cc1nnc(SCC(=O)Nc2cc(C(F)(F)F)ccc2N2CCOCC2)o1 | -24% | -3% | -0.3% | 1% | 0% | 0 | 2% | -1% | -6% | ? | 15%
CC(C)Cc1nc2oc3c(NCc4cccnc4)ncnc3c2c2c1CCC2 | -5% | -1% | -0.6% | -5% | 7% | -14 | -2% | 0% | -5% | 9% | ?
O=C1C(=O)N(CCCN2CCOCC2)C(c2ccc(F)cc2)/C1=C(/O)c1ccccc1 (stereo unspecified) | -9% | 9% | -0.5% | 4% | -2% | -1 | -14% | 3% | -1% | 1% | 13%
O=C(CCCN1C(=O)c2cccc3cccc(c23)C1=O)N1CCN(c2ccccn2)CC1 | -2% | 12%[46.1 µM] | -1.0% | -4% | 5% | -16 | -2% | 8% | -1% | 1% | ?
Cc1ccc2cccc(N=Cc3c(C)[nH]n(-c4ccccc4)c3=O)c2n1 | -9% | 0%[46.1 µM] | -0.3% | -7% | 7% | -21 | 14% | 2% | -3% | ? | -1%
O=C(CSc1nc2ccccc2n1CC(=O)N1CCOCC1)N1CCCC1 | 3% | 0%[46.1 µM] | -0.6% | 0% | 0% | 24 | -3% | 0% | 0% | -5% | 10%
O=C(Oc1cccc(-c2cnc3ccccc3n2)c1)c1ccco1 | 3% | -3% | 0.1% | -8% | -7% | -28 | 1% | 1% | -1% | 0% | ?
Cc1ccc(NC(=O)C2CCCN2C(=O)Oc2ccccc2)c(C)c1 (stereo unspecified) | -1% | 7% | -0.1% | -2% | 2% | 13 | -7% | 1% | -1% | -11% | 5%
O=C(NCC(=O)N1CCN(c2ccc([N+](=O)[O-])cc2)CC1)c1ccco1 | -26% | 0% | -0.2% | -1% | . | 1 | -9% | 1% | -5% | 0% | ?
O=C(O)c1ccc(CSCc2ccco2)cc1 | -23% | -5% | -0.2% | 4% | 6% | -2 | -6% | 2% | -4% | 5% | 0%
COc1ccc2oc(=O)c(C(=O)O)cc2c1 | -20% | . | 0.0% | . | 1% | 11 | -4% | 2% | -7% | ? | -4%
O=C(NC1CCCCCC1)c1cccc(S(=O)(=O)N2CCOCC2)c1 | 5% | 3% | -0.5% | -2% | . | 28 | 0% | 3% | 2% | ? | 16%
COc1ccccc1NC(=O)c1cc(C)oc1C | 2% | -2% | -0.2% | -1% | -1% | 8 | 9% | 2% | -3% | ? | 1%
CCOc1ccc2[nH]c(=O)c(CN(C(=O)N3CCOCC3)C3CC3)cc2c1 | -5% | . | -0.1% | . | -3% | -7 | -6% | 5% | . | 0% | 12%
COc1cc(C(=O)NC(=S)N(CCc2ccccc2)CCc2ccccc2)cc(OC)c1OC | 0% | -5%[46.1 µM] | 0.2% | -8% | 16% | -2 | 0% | -2% | -2% | -2% | 18µM*
CC1CCCC(C)N1NC(=O)c1ccc(Cl)c(S(N)(=O)=O)c1 (stereo unspecified) | 11% | 6% | -0.9% | -7% | -13% | 11 | 1% | -1% | -5% | -2% | 8%
Nc1nc(Cl)cc(N2CCC(c3cc(-c4ccc(Cl)cc4Cl)n[nH]3)CC2)n1 | 8% | 2% | 0.1% | -10% | -21% | -41 | 5% | -1% | 1% | 8% | -6%
CCOC(=O)c1cccc(NC(=O)Cn2c(CC(=O)N3CCCC3)nc3ccccc32)c1 | 16% | . | 0.1% | . | -4% | -6 | -4% | 0% | . | ? | -20%
CC(=O)Nc1ccc(NC(=O)Cc2ccc(F)cc2)cc1 | 15% | . | 0.2% | . | -3% | -1 | -9% | 1% | . | ? | 11%
O=C(Nc1ccc2oc(-c3ccccc3)nc2c1)c1ccc2c(c1)OCCO2 | -7% | -3% | -0.3% | . | -5% | -21 | 0% | -1% | 0% | 4% | ?
Cc1ccc(C(=O)Nc2ccc(N3CCN(C)CC3)cc2)c(Cl)c1 | -3% | -1% | -0.2% | -6% | 0% | 11 | 1% | -2% | 0% | 3% | ?
CN(C)CCCNC(=O)Cc1ccc(Br)cc1 | 9% | 2% | -1.1% | 0% | -2% | 15 | -5% | 4% | -3% | 2% | 9%
CC(C)(C)C(=O)N1c2ccccc2CCc2ccccc21 | -3% | -5% | -0.9% | -2% | 2% | -10 | -1% | 0% | -2% | -13% | -1%
O=S(=O)(NCCc1ccccc1)c1ccc(Br)cc1 | 8% | 1% | 0.2% | 3% | 11% | -1 | -3% | -2% | 1% | ? | -14%
O=C(O)C12CC3CC(C1)CC(n1ncc(NCc4ccccc4)c(Cl)c1=O)(C3)C2 | -8% | -1% | -0.1% | 4% | 4% | 5 | -5% | -5% | -6% | -3% | 7%
COc1ccc(S(=O)(=O)N2CC(C)N(C(=O)N(C)C)C2C)cc1 (stereo unspecified) | -17% | 3% | -0.3% | -2% | -4% | -3 | 0% | 4% | -6% | -11% | 0%
N#CCCn1ccc(NC(=O)c2ccc(Cl)cc2)n1 | 10% | 1% | -1.4% | -1% | 2% | -3 | -5% | -1% | -2% | ? | 24%
O=C(c1ccc(C(F)(F)F)cc1)C1CCCN(C(=O)CCN2CCCO2)C1 (stereo unspecified) | -2% | 5% | 0.0% | -1% | 0% | -1 | 0% | -2% | -2% | 9% | 13%
O=S1OCCN1c1ccccc1 (stereo unspecified) | 0% | 1% | -0.6% | 4% | -2% | 4 | 0% | 1% | -3% | 0% | -5%
Cc1cc(C)n(CCCNC(=O)C2CC(=O)N(Cc3ccccc3)C2)n1 (stereo unspecified) | -25% | -2% | -0.1% | -1% | -3% | -2 | -3% | 2% | -1% | -1% | 3%
Cc1ccccc1CNc1nc(N)n(-c2ccccc2)n1 | 16% | -2% | -1.0% | -9% | -2% | 0 | 2% | -1% | -2% | ? | ?
O=C(CN1CCN(S(=O)(=O)c2ccc(F)cc2)CC1)Nc1ccc(F)cc1F | 6% | -3% | -0.2% | 8% | 35µM* | -4 | 0% | 1% | -3% | ? | ?
O=S(=O)(NN1CCOCC1)c1ccc(Br)cc1 | 9% | -5% | -0.5% | 1% | 0% | 1 | -2% | 2% | -2% | 2% | 6%

Hits appear at their usual frequency; any-hit rate near 3%.
